yeast rad50: NCI yeast anticancer drug screen, S. cerevisiae rad50 strain; % growth inhibition at 50 µM; hit rate 10% among 79,000; AID 155;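 also: 0% = growth of vehicle-only cultures of the same strain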
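Relative growth inhibition (compound vs vehicle) was measured in yeast with a defined repair-gene alteration.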
yeast bub3: NCI yeast anticancer drug screen, S. cerevisiae bub3 mutant strain. hit rate 9.9% among 78,000. growth inhibition, % at 50 µM;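 also: 0% = growth of vehicle-only cultures of the same strain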
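Growth of a checkpoint-deficient yeast mutant is measured after compound exposure. Values represent inhibition relative to vehicle.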
cln2 rad14: NCI yeast anticancer drug screen, S. cerevisiae cln2 rad14 strain; % growth inhibition at 50 µM; hit rate 8.3% among 78,000;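 also: 0% = growth of vehicle-only cultures of the same strain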
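Compounds are applied to the cln2 rad14 yeast strain, and growth is then compared with that of vehicle-treated cultures to give inhibition.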
sgs1 mgt1: NCI yeast anticancer drug screen, S. cerevisiae sgs1 mgt1 strain | AID 161 | % growth inhibition at 50 µM | hit rate 10% among 78,000;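 also: 0% = growth of vehicle-only cultures of the same strain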
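This yeast growth screen uses a strain with defined DNA-repair lesions; compound-treated growth is compared with vehicle-treated growth.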
mec2-1: NCI yeast anticancer drug screen, S. cerevisiae mec2-1 strain. growth inhibition, % at 50 µM. hit rate 9% among 79,000. AID 157;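 also: 0% = growth of vehicle-only cultures of the same strain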
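Yeast mec2-1 mutant treated with compound. Readout: growth inhibition vs vehicle controls.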
yeast mlh1 rad18: NCI yeast anticancer drug screen, S. cerevisiae mlh1 rad18 strain; % growth inhibition at 50 µM; hit rate 11% among 79,000; AID 175;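 also: 0% = growth of vehicle-only cultures of the same strain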
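In this whole-cell yeast screen, a strain with altered DNA damage repair is challenged with compound, and its growth is measured against matched vehicle-treated controls.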
An asterisk follows results filed as active. Rule as the data show it: active = growth inhibition above about 70%; inactive = the rest.

Results for COC(=O)N1c2ccccc2SC1C#N (configuration not stated) ?
yeast rad50: 25; yeast bub3: 8; cln2 rad14: -7; sgs1 mgt1: 14; mec2-1: 27; yeast mlh1 rad18: 6

What do the screens show for `NC1(C(=O)O)CCCc2ccccc21` (configuration not stated)?
yeast rad50: 13; yeast bub3: -13; cln2 rad14: -2; sgs1 mgt1: -1; mec2-1: 8; yeast mlh1 rad18: 9

Results for CC(=O)Oc1ccc(C)c(C(C)C(Cl)(Cl)Cl)c1 (configuration not stated) ?
yeast rad50: 65; yeast bub3: 60; cln2 rad14: 53; sgs1 mgt1: 58; mec2-1: 43; yeast mlh1 rad18: 81*

How did CC(C)(O)C1OCC(C2CCC3(C)C4=CCC5C(C)(C)C(O)CCC5(C)C4CCC23C)CC1O (configuration not stated) do in these assays?
yeast rad50: 24; yeast bub3: 22; cln2 rad14: 43; sgs1 mgt1: 35; mec2-1: 28; yeast mlh1 rad18: 5

What do the screens show for `Cn1ncc2c(=S)nc(Cl)[nH]c21`?
yeast rad50: 20; yeast bub3: 5; cln2 rad14: -13; sgs1 mgt1: 5; mec2-1: 18; yeast mlh1 rad18: 24

How did CC(O)COC(=O)NCc1ccccc1 (configuration not stated) do in these assays?
yeast rad50: 9; yeast bub3: 4; cln2 rad14: 4; sgs1 mgt1: -20; mec2-1: 7; yeast mlh1 rad18: 7

Results for NC(C(=O)O)C(N)C(=O)O (configuration not stated) ?
yeast rad50: -22; yeast bub3: -11; cln2 rad14: -10; sgs1 mgt1: 3; mec2-1: -16; yeast mlh1 rad18: -14

How did COc1ccc(Cc2ccc(OC)c3ccccc23)c2ccccc12 do in these assays?
yeast rad50: 10; yeast bub3: 15; cln2 rad14: -31; sgs1 mgt1: 4; mec2-1: -2; yeast mlh1 rad18: -5

What do the screens show for `Cc1cccc(C)c1NC(=O)C(F)(F)F`?
yeast rad50: 14; yeast bub3: 6; cln2 rad14: 4; sgs1 mgt1: 16; mec2-1: 17; yeast mlh1 rad18: 10

What do the screens show for `NC(=O)c1ccc[n+](CC(=O)Nc2ccccc2)c1`?
yeast rad50: -6; yeast bub3: 2; cln2 rad14: -31; sgs1 mgt1: 6; mec2-1: 1; yeast mlh1 rad18: 4

How did Cn1c(=O)c2c(n(C)c1=O)n(C)c(=O)n2C do in these assays?
yeast rad50: 18; yeast bub3: 2; cln2 rad14: 13; sgs1 mgt1: -19; mec2-1: 8; yeast mlh1 rad18: 16

Results for COc1ccc(C2=C(OC(C)=O)c3cccn3-c3ccc(Cl)cc3S2)cc1 ?
yeast rad50: -8; yeast bub3: 12; cln2 rad14: 0; sgs1 mgt1: -20; mec2-1: -16; yeast mlh1 rad18: 5

How did COc1cccc2c1C(c1ccc3ccccc3c1)OC2=O (configuration not stated) do in these assays?
yeast rad50: -22; yeast bub3: -25; cln2 rad14: 13; sgs1 mgt1: -28; mec2-1: -11; yeast mlh1 rad18: -16

What do the screens show for `CC(=O)Oc1ccccc1[N+](=O)[O-]`?
yeast rad50: 17; yeast bub3: -18; cln2 rad14: 6; sgs1 mgt1: 12; mec2-1: 12; yeast mlh1 rad18: 7

How did CCOC(=O)CN(N=O)C(c1ccccc1)(c1ccccc1)c1ccccc1 do in these assays?
yeast rad50: -18; yeast bub3: -16; cln2 rad14: -14; sgs1 mgt1: 9; mec2-1: 13; yeast mlh1 rad18: -25

How did CN(C)CCCN=C(N)N do in these assays?
yeast rad50: 1; yeast bub3: -58; cln2 rad14: 20; sgs1 mgt1: -24; mec2-1: -21; yeast mlh1 rad18: -4

What do the screens show for `Cn1c(N)c(-n2[nH]c(=O)n(-c3ccccc3)c2=O)c(=O)n(C)c1=O`?
yeast rad50: -21; yeast bub3: 15; cln2 rad14: -15; sgs1 mgt1: -3; mec2-1: 15; yeast mlh1 rad18: 18

What do the screens show for `CC12NN=NC1C(=O)NC2=O` (configuration not stated)?
yeast rad50: 1; yeast bub3: -3; cln2 rad14: 12; sgs1 mgt1: 21; mec2-1: -1; yeast mlh1 rad18: -5

What do the screens show for `S=c1sc2c(s1)SCCCCSCCCCSc1sc(=S)sc1SCCCCSCCCCS2`?
yeast rad50: 13; yeast bub3: 7; cln2 rad14: 16; sgs1 mgt1: 1; mec2-1: 9; yeast mlh1 rad18: -29

Results for O=C(/C=C/c1cc2ccccc2o1)N1CCN(c2ccccn2)CC1 ?
yeast rad50: 29; yeast bub3: 18; cln2 rad14: 11; sgs1 mgt1: 39; mec2-1: 28; yeast mlh1 rad18: 16

Results for C=Cc1c(C)c(OC)cc2c1Oc1ccc(OC)c(C)c1CC2 ?
yeast rad50: 1; yeast bub3: 14; cln2 rad14: 8; sgs1 mgt1: 20; mec2-1: 0; yeast mlh1 rad18: -24

How did CCOC(=O)N(C)C1(c2ccccc2)CCN(CCCC(=O)c2ccc(F)cc2)CC1 do in these assays?
yeast rad50: 23; yeast bub3: -7; cln2 rad14: -27; sgs1 mgt1: 8; mec2-1: -35; yeast mlh1 rad18: -17

How did COc1ccc(CC(=O)OCc2ccccc2)cc1OC do in these assays?
yeast rad50: -15; yeast bub3: 47; cln2 rad14: -1; sgs1 mgt1: 3; mec2-1: -21; yeast mlh1 rad18: -14

What do the screens show for `NC1=NC(=O)/C(=C/c2ccnc3ccccc23)S1`?
yeast rad50: -20; yeast bub3: -18; cln2 rad14: -41; sgs1 mgt1: -14; mec2-1: -7; yeast mlh1 rad18: -39

The last 3 compounds of the section above are carried over, then new ones follow:
How did CCOC(=O)N(C)C1(c2ccccc2)CCN(CCCC(=O)c2ccc(F)cc2)CC1 do in these assays?
yeast rad50: 23; yeast bub3: -7; cln2 rad14: -27; sgs1 mgt1: 8; mec2-1: -35; yeast mlh1 rad18: -17

How did COc1ccc(CC(=O)OCc2ccccc2)cc1OC do in these assays?
yeast rad50: -15; yeast bub3: 47; cln2 rad14: -1; sgs1 mgt1: 3; mec2-1: -21; yeast mlh1 rad18: -14

What do the screens show for `NC1=NC(=O)/C(=C/c2ccnc3ccccc23)S1`?
yeast rad50: -20; yeast bub3: -18; cln2 rad14: -41; sgs1 mgt1: -14; mec2-1: -7; yeast mlh1 rad18: -39

Results for CCCCCCCCCCCCCCCCCCNC(=O)Nc1nccs1 ?
yeast rad50: -32; yeast bub3: -1; cln2 rad14: -30; sgs1 mgt1: -17; mec2-1: -20; yeast mlh1 rad18: -37

What do the screens show for `Cc1cc(=O)[nH]c2cc(NN)ccc12`?
yeast rad50: 10; yeast bub3: 0; cln2 rad14: -4; sgs1 mgt1: 5; mec2-1: -4; yeast mlh1 rad18: 9

How did O=C(C[n+]1ccccc1Br)c1ccc(I)cc1 do in these assays?
yeast rad50: -33; yeast bub3: 17; cln2 rad14: -7; sgs1 mgt1: 10; mec2-1: 2; yeast mlh1 rad18: 30

Results for Cc1cc2c(cc1C)C(=O)/C(=N/Nc1ccc(F)cc1)CCO2 ?
yeast rad50: -2; yeast bub3: -21; cln2 rad14: -20; sgs1 mgt1: -8; mec2-1: -29; yeast mlh1 rad18: -5

What do the screens show for `OCCc1nccnn1`?
yeast rad50: -3; yeast bub3: 5; cln2 rad14: -1; sgs1 mgt1: 2; mec2-1: 6; yeast mlh1 rad18: -4

Results for COC1OC(OC)c2cc([N+](=O)[O-])ccc21 (configuration not stated) ?
yeast rad50: 10; yeast bub3: -11; cln2 rad14: 23; sgs1 mgt1: 18; mec2-1: 17; yeast mlh1 rad18: 50

How did CN(/N=C/c1ccnc2ccccc12)c1ccc([N+](=O)[O-])cc1[N+](=O)[O-] do in these assays?
yeast rad50: -31; yeast bub3: -7; cln2 rad14: 8; sgs1 mgt1: -20; mec2-1: -11; yeast mlh1 rad18: -13

Results for CC(C)NC(=O)C1C2CCC(C2)C1C(=O)NC(C)C (configuration not stated) ?
yeast rad50: 4; yeast bub3: 0; cln2 rad14: -28; sgs1 mgt1: 2; mec2-1: -1; yeast mlh1 rad18: -7

What do the screens show for `O=C1c2ccccc2SCC12OC2c1ccc(Cl)cc1` (configuration not stated)?
yeast rad50: 95*; yeast bub3: 95*; cln2 rad14: 92*; sgs1 mgt1: 96*; mec2-1: 93*; yeast mlh1 rad18: 95*

How did [CH3][Ge]([Cl])([c]1ccccc1)[c]1cccc2ccccc12 (configuration not stated) do in these assays?
yeast rad50: 25; yeast bub3: 0; cln2 rad14: 10; sgs1 mgt1: 11; mec2-1: 12; yeast mlh1 rad18: 8

How did CCN(CCO)c1ccccc1 do in these assays?
yeast rad50: -14; yeast bub3: 3; cln2 rad14: -42; sgs1 mgt1: 23; mec2-1: -2; yeast mlh1 rad18: -10

How did Cc1c(Br)c(Br)nn1C(C)C(=O)N(C)C (configuration not stated) do in these assays?
yeast rad50: 2; yeast bub3: -32; cln2 rad14: -41; sgs1 mgt1: -5; mec2-1: 2; yeast mlh1 rad18: 4

What do the screens show for `CCOC(=O)CSc1c(C(=O)OCC)c(=O)n(-c2ccccc2)c(=S)n1-c1ccccc1`?
yeast rad50: 85*; yeast bub3: 86*; cln2 rad14: 81*; sgs1 mgt1: 88*; mec2-1: 87*; yeast mlh1 rad18: 82*

What do the screens show for `CN(c1ncc(Cc2cnc(N(C)C3CCN(Cc4ccccc4)CC3)nc2)cn1)C1CCN(Cc2ccccc2)CC1`?
yeast rad50: -1; yeast bub3: -3; cln2 rad14: -8; sgs1 mgt1: -13; mec2-1: -6; yeast mlh1 rad18: -22

What do the screens show for `CC1CCC2C(C(=O)O[C@H]3C4CCO[C@@H](OC5OC(CO)C(O)C(O)C5O)C4[C@@]4(CO)O[C@@H]34)=CO[C@@H](OC3OC(CO)C(O)C(O)C3O)C12` (some centres not stated)?
yeast rad50: 16; yeast bub3: 23; cln2 rad14: 22; sgs1 mgt1: 6; mec2-1: -10; yeast mlh1 rad18: 20

What do the screens show for `Cc1cccc(/C=C/c2csnn2)n1`?
yeast rad50: -25; yeast bub3: -6; cln2 rad14: 15; sgs1 mgt1: -8; mec2-1: -7; yeast mlh1 rad18: -15

How did CCOc1ccccc1NC(=O)Nc1cccc2ccccc12 do in these assays?
yeast rad50: -4; yeast bub3: -7; cln2 rad14: -22; sgs1 mgt1: 4; mec2-1: 4; yeast mlh1 rad18: -15

How did CC(C)(C)c1ccc(OC(=O)CCl)cc1 do in these assays?
yeast rad50: 12; yeast bub3: 4; cln2 rad14: 1; sgs1 mgt1: -9; mec2-1: -4; yeast mlh1 rad18: 8

Results for O=C(Cc1ccccc1)N[C@@H]1COC(=O)C2CCCN2C(=O)[C@@H]2CCCN2C1=O (some centres not stated) ?
yeast rad50: -12; yeast bub3: 12; cln2 rad14: 27; sgs1 mgt1: 4; mec2-1: -2; yeast mlh1 rad18: 1

Results for C/C=C/C=C\COC(=O)C(C)C ?
yeast rad50: -27; yeast bub3: -6; cln2 rad14: -52; sgs1 mgt1: 1; mec2-1: 10; yeast mlh1 rad18: 0

How did O=C1NC(=O)C(c2cccc(F)c2)N1 (configuration not stated) do in these assays?
yeast rad50: -12; yeast bub3: 5; cln2 rad14: -9; sgs1 mgt1: 10; mec2-1: -12; yeast mlh1 rad18: -8

What do the screens show for `CC(C)CCOC(=O)Nc1cccc(Cl)c1`?
yeast rad50: 62; yeast bub3: -1; cln2 rad14: 13; sgs1 mgt1: 66; mec2-1: 13; yeast mlh1 rad18: 44

How did CCOC(=O)C1=C(C(=O)c2ccc(OC)cc2)C(c2c(Cl)cccc2Cl)C(C(=O)c2ccc(OC)cc2)=C(C(=O)OCC)N1 do in these assays?
yeast rad50: 54; yeast bub3: 89*; cln2 rad14: 88*; sgs1 mgt1: 70*; mec2-1: 71*; yeast mlh1 rad18: 82*

How did Nc1nc(Cl)c(N)c(NCC2(CO)CC(Cc3ccccc3)C2)n1 (configuration not stated) do in these assays?
yeast rad50: 26; yeast bub3: 31; cln2 rad14: 8; sgs1 mgt1: 19; mec2-1: -35; yeast mlh1 rad18: 15

How did CC(=O)c1cccnc1 do in these assays?
yeast rad50: -7; yeast bub3: 3; cln2 rad14: 22; sgs1 mgt1: -6; mec2-1: 1; yeast mlh1 rad18: -13

How did O=Nc1c(-c2ccccc2)nnc(-c2ccccc2)c1N=O do in these assays?
yeast rad50: -25; yeast bub3: 35; cln2 rad14: -55; sgs1 mgt1: 0; mec2-1: 7; yeast mlh1 rad18: -6

In the list so far, 2 have two or more sulfur atoms:
What do the screens show for `S=c1sc2c(s1)SCCCCSCCCCSc1sc(=S)sc1SCCCCSCCCCS2`?
yeast rad50: 13; yeast bub3: 7; cln2 rad14: 16; sgs1 mgt1: 1; mec2-1: 9; yeast mlh1 rad18: -29

What do the screens show for `CCOC(=O)CSc1c(C(=O)OCC)c(=O)n(-c2ccccc2)c(=S)n1-c1ccccc1`?
yeast rad50: 85*; yeast bub3: 86*; cln2 rad14: 81*; sgs1 mgt1: 88*; mec2-1: 87*; yeast mlh1 rad18: 82*

Screening data (PubChem BioAssay)
